ssDAF12 agonist = activators of S. stercoralis DAF-12 nuclear receptor | 370,000 tested, 1% active | AID 652126 | HEK293 ssDAF-12/GRIP1 lit1-tk-luc reporter, luminescence; % of 3 µM dafachronic acid response | activation, % at 6.8 µM;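 active = activation above the mean over all tested compounds plus 3 SD, cut at about 0.9% in these data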;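 also: 0% = DMSO-only wells and 100% = 3 µM delta7-dafachronic acid wells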
NPR1 activator = GC-A (human) enzyme activation | 370,000 tested, 0.14% active | AID 1671463 | P16066 | activation, % at 10 µM | HEK293 GC-A cells, cGMP TR-FRET, EC30 ANP; 0% at EC30 ANP, 100% saturating ANP; in the data active = activation above about 40%
ADAM10 inh = inhibits human ADAM10. 370,000 tested, 0.62% active. O14672. inhibition, % at 7 µM. recombinant ADAM10, EDANS/DABCYL FRET peptide cleavage, 3 h;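 active = inhibition above a per-campaign cutoff equal to the mean of compounds falling between control-based bounds plus 3 SD, cut at about 20% in these data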;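 also: 0% = DMSO wells while the 100% control is not disclosed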
NPR2 activator = GC-B (human) receptor activation. HEK293-GC-B cells, CNP EC30, cGMP TR-FRET; 0% at EC30 CNP, 100% saturating CNP. activation, % at 10 µM. 370,000 tested, 0.11% active;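 active = activation at 10 µM reaching about 35% in either raw or pattern-adjusted values, limit read from the data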
DAX1 inh-1 = inhibits human nuclear receptor DAX1 | HEK293 Gal4-DAX1 luciferase reporter, luminescence | 340,000 tested, 0.99% active | AID 504766 | inhibition, % at 6.75 µM;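 active = inhibition above the mean over all tested compounds plus 3 SD, cut at about 4.2% in these data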;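 also: 0% = DAX1-transfected cells with DMSO and 100% = empty-vector control cells with DMSO; inhibition shows as a rise in luminescence from relieved DAX1 repression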
Target sequence (P51843 207-470 limits assumed): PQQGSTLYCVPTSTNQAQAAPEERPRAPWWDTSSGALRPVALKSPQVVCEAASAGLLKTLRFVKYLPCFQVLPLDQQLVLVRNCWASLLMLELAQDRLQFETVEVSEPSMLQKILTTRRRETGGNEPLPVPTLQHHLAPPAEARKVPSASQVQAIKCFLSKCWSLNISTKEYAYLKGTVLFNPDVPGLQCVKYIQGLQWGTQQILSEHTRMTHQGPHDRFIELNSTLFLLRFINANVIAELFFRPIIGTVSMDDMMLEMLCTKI
DAX1 inh-2 = blocks DAX1 repression of SF-1 activated StAR promoter; HEK293T StAR-luciferase reporter, SF-1/DAX-1 repression relief; inhibition, % at 6.8 µM; 370,000 tested, 1.1% active; AID 652010;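 active = inhibition above the mean over all tested compounds plus 3 SD, cut at about 3.6% in these data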;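 also: 0% = DAX-1 cells with DMSO and 100% = cells lacking DAX-1 with DMSO; higher inhibition means more luminescence from relief of DAX-1 repression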
sPLA2-III inh = Blocks human group III sPLA2 activity | QFRET BODIPY PC-A2 liposome hydrolysis, fluorescence | inhibition, % at 12.2 µM | 370,000 tested, 0.56% active | AID 743126;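 active = inhibition above mean plus 3 SD of compounds lying within the high and low control bounds, cut at about 19% in these data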;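 also: 0% = median of test compound wells and 100% = no enzyme DMSO wells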
Target sequence (Q9NZ20 whole entry, looked up): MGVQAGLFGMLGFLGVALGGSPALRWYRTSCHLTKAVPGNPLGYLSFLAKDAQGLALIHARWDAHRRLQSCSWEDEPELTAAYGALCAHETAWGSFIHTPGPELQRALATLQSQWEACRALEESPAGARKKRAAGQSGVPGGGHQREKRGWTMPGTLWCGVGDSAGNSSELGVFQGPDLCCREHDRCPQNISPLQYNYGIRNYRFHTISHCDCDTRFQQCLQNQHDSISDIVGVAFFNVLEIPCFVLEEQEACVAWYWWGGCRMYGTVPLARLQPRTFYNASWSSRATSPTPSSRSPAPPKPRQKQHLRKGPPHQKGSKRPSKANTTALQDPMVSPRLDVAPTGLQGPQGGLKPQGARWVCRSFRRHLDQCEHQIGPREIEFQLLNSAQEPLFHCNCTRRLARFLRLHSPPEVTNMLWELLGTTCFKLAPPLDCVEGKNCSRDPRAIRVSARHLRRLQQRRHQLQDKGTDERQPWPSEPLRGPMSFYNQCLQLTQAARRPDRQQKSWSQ
hgDAF12 agonist = hgDAF-12 agonism, primary luciferase screen. HEK293 GAL4-hgDAF12 UAS-luciferase reporter, agonist luminescence; normalized to butyrate control. activation, % at 6.8 µM. 370,000 tested, 1.8% active. AID 687014;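 active = activation above a cutoff set at the mean of all screened compounds plus 3 SD, cut at about 10% in these data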;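 also: 0% = DMSO wells and 100% = sodium butyrate wells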
SMARCA2 act = SMARCA2 function activation, primary screen; MG213 cells, MMTV-luciferase reporter, dexamethasone, overnight; activation, % at 9.1 µM; 370,000 tested, 1% active; in the data active = activation above about 7.8%;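 also: 0% = vehicle wells and 100% = reference activator wells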
GAA850 FXN act = increases GAA850 frataxin promoter reporter activity | activation, % at 6 µM | HEK293 lucGAA850 FXN promoter luciferase reporter, 24 h; percent of 10 µM SAHA response | AID 540364 | 360,000 tested, 0.56% active;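 active = activation above the average of all compounds screened plus 3 SD, cutoff fixed separately per campaign, cut at about 7.5% in these data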;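 also: 0% = DMSO wells and 100% = 10 µM SAHA wells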
hcDAF-12 act = activators of H. contortus DAF-12 nuclear receptor | HEK293 hcDAF-12 lit1-tk-luc reporter, luminescence; 0% DMSO, 100% Δ7-dafachronic acid | activation, % at 6.8 µM | 370,000 tested, 1.4% active | AID 652067;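 active = activation above the mean of all tested compounds plus 3 SD, cut at about 5.5% in these data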;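 also: 100% = response to 3 µM Δ7-dafachronic acid high control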
Active calls of the source: *; i = inactive; · = not tested or not shown.

SMILES	ssDAF12 agonist	NPR1 activator	ADAM10 inh	NPR2 activator	DAX1 inh-1	DAX1 inh-2	sPLA2-III inh	hgDAF12 agonist	SMARCA2 act	GAA850 FXN act	hcDAF-12 act
CC(=O)c1ccc(OCc2cc(C(=O)N3CCN(C4CCCC4)C(=O)C3)no2)cc1	-0.5	0.6	-5.0	2.4	0.6	-1.2	-10.1	1.5	1.6	-0.2	-0.8
CCCC(C(=O)NNC(=O)c1ccncc1)c1ccccc1 (stereo unspecified)	-1.3	0.5	1.4	-0.4	-1.7	-0.6	-1.4	-0.1	-4.8	-0.1	0.3
CCOc1ccc(S(=O)(=O)Nc2ccccc2C(=O)N/N=C/c2c(OC)ccc3ccccc23)cc1	-1.4	-1.0	3.6	7.7	-0.8	-0.5	-47.3	0.4	-1.3	0.9	0.7
CCOc1ccc(NC(=O)CN(c2cccc(C(F)(F)F)c2)S(C)(=O)=O)cc1	-1.2	-0.9	-5.3	5.5	0.8	-0.6	-7.1	-2.3	-4.5	0.7	-1.1
COc1ccc(NC(=O)c2nc[nH]c2C(=O)NCC(=O)OC(C)(C)C)cc1	-0.9	3.4	11.2	-0.2	0.4	-0.6	-17.1	-2.2	-0.2	2.5	-1.4
CCOC(=O)C1CCCN(C(=O)c2cc3ccc(OC)cc3[nH]2)C1 (stereo unspecified)	-0.5	-2.3	-6.2	-1.7	-1.1	-0.5	-2.4	0.0	-3.3	0.7	1.1
CC(=O)Nc1nnc(SCC(=O)Nc2nc(C)cs2)s1	-1.0	-0.8	-4.5	-3.2	0.6	0.1	0.9	0.6	-0.1	-1.4	0.3
O=C(Nc1ncn[nH]1)c1ccc(Cl)c(S(=O)(=O)N2CCCCCC2)c1	-1.3	2.3	5.2	0.6	-0.6	1.8	6.2	-0.8	0.5	4.5	0.2
O=C(Nc1ccccc1)C1=C[C@H](C2CC2)C[C@H](OCCCCO)O1	0.1	-1.8	3.0	0.4	1.8	1.1	5.4	3.7	2.3	3.6	1.5
Cc1c(CCC(=O)NCC(=O)NCC(=O)O)c(=O)oc2cc3oc4c(c3cc12)CCCC4	-1.6	3.0	i	-0.9	1.0	0.0	-1.8	-3.6	1.6	-3.5	-1.4
N#CC1=C(SCC(=O)Nc2cccc3cccnc23)NC(=O)C(C#N)C12CCCCC2 (stereo unspecified)	-1.3	2.1	5.3	2.5	-0.3	-1.1	-37.7	-2.0	-2.0	-0.2	-0.7
O=C(CCCl)N1CCN(c2nc(-c3ccccc3)cs2)CC1	-0.4	2.9	7.2	2.6	2.7	-0.6	-4.7	9.6	1.2	4.6	2.3
COc1cc(C2c3c(-c4ccccc4O)n[nH]c3C(=O)N2Cc2ccco2)cc(OC)c1OC (stereo unspecified)	-1.5	-34.6	11.4	-19.4	-0.3	-0.5	-40.5	-1.1	1.9	-5.1	-1.7
C=Cn1cc(CNC[C@H]2O[C@@H](n3cnc4c(=O)[nH]c(N)nc43)[C@H](O)[C@@H]2O)c(C)n1	-1.0	13.9	-12.7	4.1	·	0.5	2.5	0.0	-3.3	·	-0.1
CCCn1c(N)c(C(=O)CSc2nnc(-c3cccs3)n2C2CC2)c(=O)[nH]c1=O	-0.8	-2.8	-2.5	-0.2	-0.2	0.3	-2.1	-1.0	-2.6	-0.9	-0.7
O=C(/C=C/c1cccc2ccccc12)c1ccncc1	-1.7	-4.8	5.2	-1.9	-2.6	-2.6	-7.3	-6.2	-4.1	-0.9	-3.8
COCCNC(=O)c1ccc2c(c1)ncn2-c1cccc(C)c1	-1.1	2.5	4.2	-2.2	0.5	-0.7	3.3	4.8	-1.4	1.5	-1.2
CCOc1ccc(S(=O)(=O)/N=C(/c2ccccc2)N(C)C)cc1	-1.1	3.3	1.1	-0.7	-0.7	-0.7	7.0	-2.2	-0.9	0.4	-0.8
CCOc1ccc(NC(=O)CN2CCN(CC(=O)Nc3ccccc3OC)CC2)cc1	-0.6	-0.9	-1.1	-2.4	-0.7	-1.0	-3.5	-1.3	3.1	1.0	-1.9
CC(C)(C)NC(=O)C1(C)CCC(=O)N1CC(F)(F)F (stereo unspecified)	0.7	-5.0	-6.7	-0.8	·	0.5	13.8	-1.0	-2.8	·	0.2
CS(=O)(=O)Nc1ccc(C2=NN(C(=O)c3ccccc3)C(c3cccs3)C2)cc1 (stereo unspecified)	-1.0	-48.7	1.0	-24.4	1.0	-0.7	-13.1	-1.4	-1.7	1.7	-3.0
CC1(C)CC(=O)/C(=N/Nc2ccc(Cl)cc2)CO1	-0.8	4.3	0.8	-7.0	4.5*	3.3	-0.3	11.0*	4.3	5.3	1.2
Cc1cc(NC(=O)CSc2nnc(-c3ccncc3)n2-c2ccc(F)cc2)no1	-0.9	-6.3	-9.8	6.1	0.7	0.3	-2.0	2.2	-1.3	-0.4	-1.2
COCCNC(=O)c1nn2cccnc2c1Cl	-1.8	2.8	-2.3	-1.2	-0.3	-0.5	1.0	-1.3	4.3	-2.3	2.8
O=C(Nc1ccc(Cl)cc1F)C1CCN(S(=O)(=O)c2cccnc2)CC1	-0.9	-1.1	-7.2	2.3	0.0	0.1	-5.4	-2.3	-0.7	-1.4	-1.7
Cc1ccccc1NC(=O)c1ccc2nc(N3CCOCC3)sc2c1	-1.4	-1.7	-0.9	7.2	-1.3	0.4	-5.8	2.1	0.2	1.1	-1.6
Nc1[nH]c(C(=O)c2ccccc2)c(-c2ccccc2)c1C(=O)NCCc1c[nH]c2ccccc12	0.5	-6.5	2.6	1.2	·	0.6	-38.0	1.6	4.1	·	0.8
Cc1nc([N+](=O)[O-])cn1CC(=O)NCCCO	-1.6	2.2	-3.8	-1.7	0.0	0.2	-2.6	5.7	-2.6	0.1	1.1
CN(C(=O)NC1CCCCC1)[C@H]1C[C@H]2c3[nH]c4ccccc4c3CCN2C(=O)[C@H]1CO	0.2	-1.8	i	-1.4	1.1	0.3	-2.9	1.3	-4.0	1.7	2.9
CCCCC1Cc2[nH][nH]c(=O)c2C(c2ccc(F)cc2)O1 (stereo unspecified)	-1.1	-5.0	1.2	-5.6	·	-0.6	-35.4	-1.1	2.8	·	-0.3
COC(=O)Cc1c(O)ccn(C2CC2)c1=O	-1.4	2.0	2.1	0.2	0.9	1.4	-1.0	-3.4	-5.4	0.5	0.2
O=C(CNC(=O)[C@@H]1Cc2ccccc2CN1)Nc1ccc2c(c1)OCO2	-1.2	1.6	-1.4	1.6	0.1	0.8	2.4	0.9	3.9	2.0	-0.9
CCCCNS(=O)(=O)/C=C/c1cc(C)ccc1CNC(=O)OC(C)(C)C	-1.8	-3.9	6.9	1.6	·	-1.5	0.9	-0.5	-3.9	·	-4.0
Cc1ccc2c(CC(=O)Nc3sccc3C(N)=O)coc2c1	-0.6	-2.5	-0.4	-0.3	0.6	1.0	-3.4	6.3	4.2	3.5	3.0
CCCNC(=O)c1ccc(CNc2c(N3CCC(C(=O)OCC)CC3)c(=O)c2=O)cc1	-0.9	2.0	-11.3	3.1	-0.8	-0.8	9.8	-0.5	-0.4	-0.1	0.6
CC(O)(c1ccccc1)c1ccc2ccccc2n1 (stereo unspecified)	-0.4	-1.5	-8.7	1.5	1.9	-1.0	-5.5	9.2	-2.0	-0.8	1.8
CCOc1ccc(C(=O)NC(C(=O)N2CCC2)C(C)C)cc1 (stereo unspecified)	-0.8	0.0	-5.2	5.3	1.4	-1.4	6.1	0.5	-1.7	-0.5	-1.9
CO/N=C(/CNC(=O)c1ccc(F)cc1)c1ccc(Cl)cc1	-1.7	-1.0	0.9	-9.3	-0.1	-0.7	8.5	3.6	0.8	0.0	-1.4
COc1ccc(-c2cc3ncc(C(C)=O)c(C)n3n2)cc1	-0.3	6.4	-23.3	-5.9	4.4*	1.2	-1.3	8.3	3.9	4.9	5.0
Cc1ccccc1/C(N)=N/OC(=O)c1cccs1	0.6	3.4	-0.6	4.8	2.8	0.4	-0.1	5.5	4.3	2.7	4.4
COc1ccccc1-c1cc(-c2ccc(C)cc2)nc(SCc2nnc(-c3ccccc3)o2)c1C#N	-1.4	-5.7	0.7	-0.5	0.7	0.5	6.0	1.1	1.5	-0.3	-3.0
Cc1cc(/N=C/C=C2/N(C)c3ccccc3C2(C)C)n(CCC#N)n1	-0.9	-1.7	-22.7	2.2	0.6	0.8	3.3	-2.3	-0.2	-1.9	-1.1
CSc1nn2c(C)c(C)c(C)nc2c1C#N	-1.1	-0.3	-18.1	2.0	-0.7	-0.3	4.7	-2.1	-3.2	0.3	-1.6
CC(=O)Nc1ccc(CN2CCN(c3cccc(C(F)(F)F)c3)CC2)cc1	-1.4	8.0	3.7	1.2	0.1	0.0	1.8	0.1	0.1	0.8	-1.5
Oc1ccccc1/C=N/N1CCN(c2ccccn2)CC1	0.0	1.8	-2.5	9.1	0.4	0.9	-4.1	5.1	4.5	2.8	-1.7
O=S(=O)(c1ccccc1)N1CCC(n2nnc3cc(F)ccc32)CC1	-1.6	-2.4	-5.1	1.8	0.6	0.9	1.5	-2.6	-3.4	-0.9	1.5
CC(CCc1ccccn1)C(=O)C(C)CCc1ccccn1 (stereo unspecified)	-1.2	-3.1	-4.5	-0.9	-1.4	-1.6	6.4	1.1	1.4	-0.5	-1.5
CSc1ccc(CCNC(=O)CN2C(=O)c3cccnc3Oc3ccc(C)cc32)cc1	-1.4	-2.8	3.6	-1.5	-0.4	-1.0	1.9	-3.4	0.3	-1.1	-3.1
Cn1cccc1-c1nc2ccc(NC(=O)c3ccco3)cc2[nH]1	-0.7	8.2	2.5	14.0	-0.6	0.1	-1.1	1.6	-2.9	2.6	-2.1
COc1ccc2c(c1)C(c1ccc(Cl)cc1)NC(=O)C2 (stereo unspecified)	-1.3	-3.5	1.4	-8.6	0.2	-0.4	0.3	-1.2	1.1	3.5	-1.9
Following part
SMILES	ssDAF12 agonist	NPR1 activator	ADAM10 inh	NPR2 activator	DAX1 inh-1	DAX1 inh-2	sPLA2-III inh	hgDAF12 agonist	SMARCA2 act	GAA850 FXN act	hcDAF-12 act
CCNc1nc(NCC)nc(C(=O)OCCO)n1	-1.4	0.8	-20.7	6.5	2.8	2.1	9.5	-1.0	-0.7	-0.4	2.8
Oc1c(C=Nc2ccc(Cl)cn2)sc2ccccc12	-0.8	-2.2	-7.5	-1.6	0.8	0.2	0.7	8.3	3.6	5.8	3.2
O=S(=O)(Nc1ccc(C(O)(C(F)(F)F)C(F)(F)F)cc1)c1cccs1	-1.3	-1.4	8.9	-3.2	·	·	-36.6	-2.1	·	·	0.6
N#Cc1sc(C(N)=O)c(-c2ccccc2)c1-c1ccccc1	-1.6	-0.3	-0.8	-0.8	0.9	-0.8	-1.9	-1.3	3.5	-0.2	1.6
COc1ccc2cc3c(nc2c1)OCC3	-0.8	3.8	-32.8	0.1	4.0	0.1	8.6	-0.5	-0.7	2.7	-0.5
O=C(Nc1ccccc1N1CCCCC1)C1=COCCO1	-1.3	-0.4	-9.8	0.8	0.1	0.0	-20.6	-2.1	-1.8	1.1	-2.3
CCn1cc(/C=C/C(=O)Nc2ccn(Cc3c(F)c(F)cc(F)c3F)n2)cn1	-2.0	2.2	-4.0	-8.8	-0.7	-0.6	1.1	1.7	-1.9	1.7	-1.6
